T cruzi HTS: inhibitors of intracellular Trypanosoma cruzi, primary screen, cell-based, plate reader, single point, set 2. intracellular Trypanosoma cruzi in host cells. activity score (inhibition), % at 5.01 µM. actives 4.9% (n = 22,000); in the data active = activity score above about 55%; inconclusive = no clear call, values can overlap the other calls;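 also: parasites and compound incubated about four days before reading; 0% = median of neutral control wells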
INS-1E rescue: protection of INS-1E cells from cytokine death, primary screen, ATP luminescence, single point; AID 488910, 2010; protection from cytokine-induced ATP loss, % at 10 µM; actives 0.1% (n = 20,000); INS-1E cytokine-induced death, 48 h; normalised: neutral wells 0, positive control 100;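 active = mean replicate protection from cytokine-induced ATP loss at least 50% and at least 75% of replicates each reaching 50%; inconclusive = meets only one of the two criteria, mean or replicate share; inactive = fails both the mean and replicate share criteria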
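Assay system: INS-1E rat insulinoma cells. Amount: 8000 cells per well. Medium: phenol-red-free RPMI with 5% fetal bovine serum. Reagent: IL-1β, TNF-α and IFN-γ cytokine mix. Doses: one compound concentration, pin transfer. Schedule: 48 h co-treatment, 10 min post-lysis read. Detection: CellTiter-Glo luminescence measuring cellular ATP.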
* = called active by the depositor; ? = inconclusive; · = not tested or not shown. This is a random part of the collection; 5.6% or so of the library scored in one or more.

Below each compound: INS-1E rescue	T cruzi HTS
- C[C@H](CO)N1C[C@H](C)[C@H](CN(C)Cc2ccc(-c3ccccc3)cc2)Oc2c(NC(=O)c3ccc(-c4nccs4)cc3)cccc2C1=O
  -46	52
- COc1ccc(CN(C)C[C@H]2Oc3ccc(NC(=O)Nc4ccc5c(c4)OCO5)cc3C(=O)N([C@@H](C)CO)C[C@H]2C)cc1
  -4	1
- Cc1noc(C)c1NC(=O)Nc1ccc2c(c1)CC(=O)N([C@H](C)CO)C[C@@H](C)[C@@H](CN(C)S(=O)(=O)c1cccs1)O2
  3	-19
- CCCN(C)C[C@@H]1OCCCC[C@@H](C)Oc2ccc(NC(=O)C3CCCCC3)cc2C(=O)N([C@H](C)CO)C[C@@H]1C
  1	9
- COc1ccc(NC(=O)Nc2cccc3c2O[C@H](CN(C)CC2CCCCC2)[C@@H](C)CN([C@H](C)CO)C3=O)cc1
  -24	25
- C[C@H](CO)N1C[C@H](C)[C@H](CN(C)C(=O)Nc2ccccc2)Oc2ncc(C#CC(C)(C)O)cc2C1=O
  1	-6
- C[C@@H]1CN([C@@H](C)CO)C(=O)c2cc(NC(=O)C3CCCCC3)ccc2O[C@H]1CN(C)Cc1ccncc1
  3	3
- C[C@H](CO)N1C[C@H](C)[C@H](CN(C)Cc2ccc(C(F)(F)F)cc2)Oc2ccc(NC(=O)c3ccncc3)cc2CC1=O
  -8	38
- C[C@H]1CN([C@@H](C)CO)C(=O)Cc2cc(NC(=O)C3CC3)ccc2O[C@H]1CN(C)Cc1ccc(C(=O)Nc2ccccc2N)cc1
  15	?
- C[C@@H]1CN([C@@H](C)CO)C(=O)c2cc(NS(=O)(=O)c3ccc(F)cc3)ccc2O[C@H]1CN(C)S(=O)(=O)c1cccs1
  ·	-2

Below each compound: INS-1E rescue	T cruzi HTS
- COc1ccc(NC(=O)N(C)C[C@H]2Oc3ccc(NS(=O)(=O)c4ccc(Cl)cc4)cc3C(=O)N([C@@H](C)CO)C[C@@H]2C)cc1
  -1	-1
- C[C@@H]1CN([C@@H](C)CO)C(=O)c2cccc(NC(=O)C3CCOCC3)c2O[C@@H]1CN(C)S(=O)(=O)c1ccccc1
  10	-12
- CC(C)NC(=O)Nc1cccc2c1O[C@@H](CN(C)Cc1ccc3c(c1)OCO3)[C@H](C)CN([C@H](C)CO)C2=O
  -4	-6
- COc1cc(Br)cc(/C=N/NC(=O)c2cccc(C(=O)NO)c2)c1O
  8	-25
- Cc1noc(C)c1S(=O)(=O)Nc1ccc2c(c1)C(=O)N([C@H](C)CO)C[C@H](C)[C@H](CN(C)Cc1ccc(Cl)c(Cl)c1)O2
  -15	?
- C[C@@H]1CCCCO[C@H](CN(C)S(=O)(=O)c2ccccc2)[C@@H](C)CN([C@H](C)CO)C(=O)c2cc(NC(=O)Nc3ccc(C(F)(F)F)cc3)ccc2O1
  -18	64*
- C[C@@H]1CCCCO[C@H](CN(C)C(=O)Nc2ccc3c(c2)OCO3)[C@@H](C)CN([C@H](C)CO)C(=O)c2cc(NS(=O)(=O)c3cccs3)ccc2O1
  -1	-6
- C[C@H](CO)N1C[C@H](C)[C@H](CN(C)S(=O)(=O)c2ccc(F)cc2)Oc2c(NS(=O)(=O)c3ccccc3)cccc2C1=O
  -3	9
- COc1ccc(NC(=O)N(C)C[C@@H]2Oc3ccc(NC(=O)Nc4c(C)noc4C)cc3CC(=O)N([C@H](C)CO)C[C@@H]2C)cc1
  8	2
- C[C@H]1CN([C@@H](C)CO)C(=O)c2cc(NC(=O)CCN3CCOCC3)ccc2O[C@@H]1CN(C)S(=O)(=O)c1ccc(Cl)cc1
  8	2

Below each compound: INS-1E rescue	T cruzi HTS
- COc1cccc(-c2cnc3c(c2)C(=O)N([C@H](C)CO)C[C@H](C)[C@H](CN(C)S(=O)(=O)c2cccc(F)c2)O3)c1
  ·	51
- C[C@H](CO)N1C[C@H](C)[C@@H](CN(C)C(=O)Nc2ccccc2C(F)(F)F)OCc2cnnn2CCCC1=O
  ·	-5
- Cc1noc(C)c1NC(=O)N(C)C[C@H]1Oc2c(NC(=O)C3CCOCC3)cccc2C(=O)N([C@H](C)CO)C[C@H]1C
  10	-17
- C[C@@H]1CN([C@@H](C)CO)C(=O)c2cccc(NC(=O)c3nc4ccccc4s3)c2O[C@@H]1CN(C)Cc1ccc2c(c1)OCO2
  -52	20
- C[C@H]1CN([C@@H](C)CO)C(=O)c2cccc(NS(=O)(=O)c3cccs3)c2O[C@@H]1CN(C)CC1CC1
  3	-31
- C[C@H](CO)N1C[C@H](C)[C@H](CN(C)C(=O)Nc2ccc3c(c2)OCO3)Oc2ncc(C#CC(C)(C)O)cc2C1=O
  -11	-12
- C[C@H](CO)N1C[C@H](C)[C@H](CN(C)CC2CC2)Oc2c(NS(=O)(=O)c3cccs3)cccc2C1=O
  -1	-13
- CC(C)NC(=O)N(C)C[C@@H]1Oc2ccc(N(C)C)cc2CC(=O)N([C@H](C)CO)C[C@@H]1C
  6	-6
- C[C@@H]1CN([C@@H](C)CO)C(=O)c2cccc(NC(=O)c3ccc(-c4nccs4)cc3)c2O[C@@H]1CN(C)Cc1ccccc1
  -12	2
- C[C@@H]1CN([C@H](C)CO)C(=O)Cc2cc(NC(=O)NC3CCCCC3)ccc2O[C@H]1CN(C)Cc1ccncc1
  9	-1

Below each compound: INS-1E rescue	T cruzi HTS
- COc1ccc(S(=O)(=O)N(C)C[C@H]2Oc3ccc(NC(=O)CCCN(C)C)cc3C(=O)N([C@H](C)CO)C[C@@H]2C)cc1
  8	-11
- COc1ccc(S(=O)(=O)Nc2cccc3c2O[C@H](CN(C)S(=O)(=O)c2cccs2)[C@H](C)CN([C@@H](C)CO)C3=O)cc1
  16	18
- COc1ccc(S(=O)(=O)N(C)C[C@H]2Oc3ccc(NC(=O)CCCN(C)C)cc3C(=O)N([C@@H](C)CO)C[C@@H]2C)cc1
  4	-3
- C[C@H]1CN([C@@H](C)CO)C(=O)Cc2cc(NC(=O)Cc3cn(C)c4ccccc34)ccc2O[C@H]1CN(C)Cc1ccc(Oc2ccccc2)cc1
  -43	59*
- C[C@@H]1CN([C@@H](C)CO)C(=O)c2cccc(NS(=O)(=O)c3ccccc3)c2O[C@@H]1CN(C)Cc1ccc2c(c1)OCO2
  -3	6
- C[C@H]1CN([C@@H](C)CO)C(=O)c2cc(N(C)C)ccc2O[C@@H]1CN(C)C(=O)Nc1ccccc1
  3	-12
- C[C@@H]1CN([C@H](C)CO)C(=O)Cc2cc(NC(=O)Cn3cnnn3)ccc2O[C@H]1CN(C)C(=O)Nc1ccccc1
  12	-14
- C[C@H](CO)N1C[C@H](C)[C@H](CN(C)C(=O)Oc2ccccc2)OCc2cn(nn2)CCCC1=O
  ·	-5
- C[C@H](CO)N1C[C@H](C)[C@@H](CN(C)C(=O)Nc2ccccc2)Oc2c(NC(=O)Nc3ccc(C(F)(F)F)cc3)cccc2C1=O
  -3	25
- C[C@@H]1CN([C@H](C)CO)C(=O)Cc2cc(NC(=O)Nc3ccc(F)cc3)ccc2O[C@@H]1CN(C)Cc1ccc(Oc2ccccc2)cc1
  -53	71*

Reprinted at random: 3 records from the list, in no set order.
Below each compound: INS-1E rescue	T cruzi HTS
- C[C@H]1CN([C@@H](C)CO)C(=O)c2cc(N(C)C)ccc2O[C@@H]1CN(C)C(=O)Nc1ccccc1
  3	-12
- C[C@@H]1CN([C@H](C)CO)C(=O)Cc2cc(NC(=O)Nc3ccc(F)cc3)ccc2O[C@@H]1CN(C)Cc1ccc(Oc2ccccc2)cc1
  -53	71*
- C[C@H]1CN([C@@H](C)CO)C(=O)Cc2cc(NC(=O)Cc3cn(C)c4ccccc34)ccc2O[C@H]1CN(C)Cc1ccc(Oc2ccccc2)cc1
  -43	59*

(cont.)
Below each compound: INS-1E rescue	T cruzi HTS
- C[C@H]1CN([C@@H](C)CO)C(=O)c2cccc(NS(=O)(=O)c3ccc(Cl)cc3)c2O[C@@H]1CN(C)Cc1ccncc1
  1	-12
- C[C@@H]1CN([C@H](C)CO)C(=O)CCCn2nncc2CO[C@H]1CN(C)S(=O)(=O)c1ccccc1C#N
  ·	-14
- Cc1noc(C)c1S(=O)(=O)Nc1ccc2c(c1)C(=O)N([C@H](C)CO)C[C@H](C)[C@H](CN(C)CC1CC1)O2
  5	0
- C[C@H](CO)N1C[C@H](C)[C@H](CN(C)C(=O)Nc2cccc3ccccc23)Oc2ncc(C#Cc3ccc(C(F)(F)F)cc3)cc2C1=O
  ·	85*
- Cc1ccc(S(=O)(=O)Nc2cccc3c2O[C@@H](CN(C)C(=O)Nc2cccc4ccccc24)[C@H](C)CN([C@@H](C)CO)C3=O)cc1
  3	-26
- COc1ccc(NC(=O)N(C)C[C@H]2Oc3c(NS(=O)(=O)c4ccccc4)cccc3C(=O)N([C@H](C)CO)C[C@@H]2C)cc1
  1	-12
- COc1ccc(C#Cc2cnc3c(c2)C(=O)N([C@H](C)CO)C[C@H](C)[C@H](CN(C)C(=O)Nc2cccc4ccccc24)O3)cc1OC
  -9	51
- C[C@@H]1CN([C@H](C)CO)C(=O)Cc2cc(NC(=O)Nc3ccccc3)ccc2O[C@@H]1CN(C)Cc1ccc2c(c1)OCO2
  6	12
- COc1ccc(NC(=O)Nc2ccc3c(c2)C(=O)N([C@H](C)CO)C[C@H](C)[C@@H](CN(C)C(=O)CCCN(C)C)OCCCC[C@@H](C)O3)cc1
  -5	-2
- COc1ccc(NC(=O)Nc2cccc3c2O[C@@H](CN(C)C(=O)Nc2ccc(F)cc2)[C@@H](C)CN([C@H](C)CO)C3=O)cc1
  4	-18

3 of these compounds, set out differently.
> C[C@@H]1CN([C@H](C)CO)C(=O)CCCn2nncc2CO[C@H]1CN(C)S(=O)(=O)c1ccccc1C#N
  INS-1E rescue: ·; T cruzi HTS: -14
> CC(C)NC(=O)Nc1cccc2c1O[C@@H](CN(C)Cc1ccc3c(c1)OCO3)[C@H](C)CN([C@H](C)CO)C2=O
  INS-1E rescue: -4; T cruzi HTS: -6
> COc1ccc(NC(=O)Nc2cccc3c2O[C@@H](CN(C)C(=O)Nc2ccc(F)cc2)[C@@H](C)CN([C@H](C)CO)C3=O)cc1
  INS-1E rescue: 4; T cruzi HTS: -18

More entries follow.
Below each compound: INS-1E rescue	T cruzi HTS
- C[C@H]1CN([C@@H](C)CO)C(=O)c2cccc(NS(=O)(=O)c3ccc(F)cc3)c2O[C@@H]1CN(C)Cc1ccc(-c2ccccc2)cc1
  -7	18
- C[C@H]1CN([C@@H](C)CO)C(=O)c2cccc(NC(=O)c3cnccn3)c2O[C@@H]1CN(C)Cc1ccc(C(F)(F)F)cc1
  4	0
- Cc1ccc(S(=O)(=O)Nc2cccc3c2O[C@H](CN(C)C(=O)NC(C)C)[C@@H](C)CN([C@H](C)CO)C3=O)cc1
  4	44
- C[C@@H]1CN([C@H](C)CO)C(=O)c2cccc(NC(=O)c3ccc(-c4nccs4)cc3)c2O[C@H]1CN(C)Cc1ccccc1
  -13	39
- CC(C)NC(=O)Nc1ccc2c(c1)CC(=O)N([C@H](C)CO)C[C@H](C)[C@H](CN(C)Cc1ccncc1)O2
  18	-32
- Cc1ccc(S(=O)(=O)Nc2ccc3c(c2)CC(=O)N([C@@H](C)CO)C[C@H](C)[C@@H](CN(C)Cc2ccncc2)O3)cc1
  6	1
- Cc1ccc(S(=O)(=O)Nc2ccc3c(c2)C(=O)N([C@H](C)CO)C[C@H](C)[C@H](CN(C)CC2CC2)OCCCC[C@@H](C)O3)cc1
  5	-9
- C[C@@H]1CN([C@H](C)CO)C(=O)Cc2cc(NC(=O)C3CC3)ccc2O[C@H]1CN(C)C(=O)Nc1ccc(F)cc1
  -8	-14
- C[C@@H]1CN([C@@H](C)CO)C(=O)c2cc(NC(=O)NC3CCCCC3)ccc2O[C@@H]1CN(C)S(=O)(=O)c1cn(C)cn1
  6	5
- C[C@H]1CN([C@@H](C)CO)C(=O)c2cc(NC(=O)Nc3ccc(F)cc3)ccc2O[C@H]1CN(C)Cc1ccc(Oc2ccccc2)cc1
  ·	18

Below each compound: INS-1E rescue	T cruzi HTS
- C[C@@H]1CN([C@H](C)CO)C(=O)c2cccc(NC(=O)c3ccncc3)c2O[C@H]1CN(C)S(C)(=O)=O
  9	-32
- CC(C)NC(=O)Nc1ccc2c(c1)CC(=O)N([C@H](C)CO)C[C@@H](C)[C@H](CN(C)S(=O)(=O)c1cn(C)cn1)O2
  21	-20
- COc1ccc(S(=O)(=O)Nc2ccc3c(c2)CC(=O)N([C@H](C)CO)C[C@@H](C)[C@@H](CN(C)CC2CC2)O3)cc1
  1	-6
- C[C@H]1CN([C@@H](C)CO)C(=O)c2cc(NS(=O)(=O)c3cccs3)ccc2O[C@H]1CN(C)Cc1ccc(C(=O)Nc2ccccc2N)cc1
  -8	35
- C[C@@H]1CN([C@H](C)CO)C(=O)c2cccc(NS(=O)(=O)c3cccs3)c2O[C@@H]1CN(C)Cc1ccc(C(F)(F)F)cc1
  3	14
- C[C@H](CO)N1C[C@H](C)[C@H](CN(C)S(=O)(=O)c2ccccc2)Oc2ncc(C#CCN(C)C)cc2C1=O
  ·	3
- Cc1ccc(S(=O)(=O)Nc2ccc3c(c2)C(=O)N([C@@H](C)CO)C[C@H](C)[C@H](CN(C)Cc2ccc(Cl)c(Cl)c2)O3)cc1
  ·	14*
